# Screening data: PubChem BioAssay, several laboratories
# b-catenin transl: modulators of beta-catenin nuclear translocation; HeLa beta-catenin nuclear translocation, immunofluorescence imaging; nuclear translocation activity, % at 5 µM; actives 0.3% (n = 190,000);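 active = nuclear translocation activity above 50% at 5 µM, with a well cell count of 50 or more; inconclusive = wells under 50 cells across six images, flagged as toxic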;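 also: per-cell ratio of nuclear to cytoplasmic median beta-catenin stain intensity; plate controls were DMSO negative control for no effect and GSK-3 inhibitor IX positive control for full effect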
#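 Test system: human HeLa cells, endogenous beta-catenin. Times: 24 h compound exposure, 37°C. Measured by: beta-catenin immunofluorescence imaging with DAPI.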
# Yfh1-depleted yeast: mitochondrial function rescue without frataxin homolog – Friedreich's ataxia, plus single-dose screen, dose response (AID 1465); actives 0.074% (n = 220,000); one-dose fold induction at 50 µM; EC50 in µM for titrated hits; S. cerevisiae Yfh1-off respiration, WST-1 reduction, 72 h; higher fold induction means a stronger effect;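 active = fold induction of absorbance versus untreated yeast above a set limit, then at least 30% activation at any dose in follow-up; inconclusive = repeats straddling the limit, or above it without dose testing; inactive = fold induction below the set limit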;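 also: activators that raise dye reduction in frataxin-depleted yeast; strong numbers were not always called active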
# WT yeast gro inh: growth inhibition of WT yeast, mitochondrial fusion screen | mitochondrial fusion phenotypic screen, WT strain | inhibition, % at 10 µM | actives 2.1% (n = 190,000) | AID 1362; in the data active = inhibition above about 58%; tested in S. cerevisiae
# AID2073: inhibitors of Mint1-CaV2.2 protein interaction, biochemical, HTRF (AID 2073); inhibition, % at 20 µM, or IC50 in µM where a hit was titrated; HTRF protein-protein interaction, Mint1-CaV2.2; higher % means a stronger effect; actives 0.19% (n = 290,000); in the data active = inhibition mostly above about 51%, no sharp cut-off; inconclusive = no clear call, values can overlap the other calls; inactive = mostly below about 53%; also: some results filed as inactive read as strong as hits
# Autophagy HCS: alters autophagy in cells; MEF GFP-LC3 puncta imaging; test concentration mostly 10 µM; calls only at 10 µM (by protocol); actives 0.98% (n = 190,000);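 active = percentage of spot-positive cells more than 3 SD above its plate mean, without a fluorescence outlier flag or 80% toxicity; inconclusive = no clear call, values can overlap the other calls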;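 also: spot-positive cell cutoff set from DMSO-treated cells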
# MT stabilizer: microtubule stabilizers in HeLa cells | % tubulin-high responders, % at 10 µM | HeLa tubulin immunostaining HCS, 24 h; share of cells brighter than vehicle mean+2SD | actives 0.83% (n = 200,000);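 active = plate Z-score above 3 for both tubulin-high and condensed-nucleus cell shares, with cell loss under 80%, at 10 µM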;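 also: anti alpha tubulin signal scored within the nucleus-defined area of each cell; some results filed as inactive read as strong as hits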
# HIV fusion peptide: cell-free HIV fusion peptide-binding blockers – biochemical, uHTS, fluorescence dequenching, primary screen (AID 1986); inhibition, % at 20 µM, or IC50 in µM where a hit was titrated; cell-free peptide binding, fluorescence dequenching, 30 min; higher % means a stronger effect; actives 0.3% (n = 290,000); in the data active = inhibition mostly above about 52%, no sharp cut-off; inactive = mostly below about 76%; also: some results filed as inactive read as strong as hits
# Insulin prom up: MIN6 insulin promoter up-regulation. MIN6 insulin promoter-GFP reporter, high-content imaging; stronger effect = higher value. z-score at 5 µM. actives 0.3% (n = 190,000);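 active = z-score above 3 at 5 µM with at least 500 cells counted in the well; inconclusive = wells under 500 cells, flagged as cytotoxic or low count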
# Dynein cargo inh: dynein cargo transport inhibition; z-score, hits read low; actives 0.47% (n = 220,000); 3617.4 mouse cells, GR-EGFP nuclear translocation imaging; test concentration mostly 20 µM; stimulated with dexamethasone, 1 µM; stronger effect = lower value;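 active = plate z-score of nuclear minus cytoplasmic receptor signal below a set negative limit, without overly bright fluorescence or cell loss, cut at about -3.5 in these data, passing the limit was not always enough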;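 also: z-score of nuclear minus cytoplasmic ring GR-EGFP intensity difference per well; some compounds called inactive have numbers as strong as hits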
#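 Buffer or medium: tet-free, stripped-serum medium; Also added: dexamethasone, 1.0 µM final; Technique: high-content fluorescence imaging after fixation; Times: 48 h induction, 1 h compound, 30 min dex at 37 °C; Read-out: per-cell GR-EGFP intensity, nucleus versus surrounding cytoplasmic ring, well-averaged.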
# WT yeast gro inh mutant strain: recorded beside WT yeast gro inh, whose call it bears; inhibition, %; mitochondrial fusion phenotypic screen, mutant strain inhibition
# Dynein cargo inh cytoplasmic EGFP: further read-out of Dynein cargo inh, marked with its call; z-score; measured here: cytoplasmic GR-EGFP intensity; stronger effect = higher value
# Dynein cargo inh nuclear GR-EGFP: recorded beside Dynein cargo inh, whose call it bears; z-score; measured here: nuclear GR-EGFP intensity;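 lower value marks the stronger effect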
# Dynein cargo inh cell count: recorded beside Dynein cargo inh, whose call it bears; z-score; measured here: cell count per field
# Insulin prom up cell count: further read-out of Insulin prom up, marked with its call; cell count; measured here: cytotoxicity, nuclei count;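 total cells summed across four imaged fields per well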
# b-catenin transl cell count 5 µM: recorded beside b-catenin transl, whose call it bears; cell count; measured here: cell count, cytotoxicity flag
# MT stabilizer Hoechst-high %: second read-out of MT stabilizer, no call of its own (marks repeat the call); % Hoechst-high responders; measured here: nuclear condensation Hoechst responders;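 share of cells brighter than vehicle mean plus two SD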
# MT stabilizer cytotoxicity %: second read-out of MT stabilizer, no call of its own (marks repeat the call); toxicity, %; measured here: cytotoxicity by cell density;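 0% = mean cell density of plate MIN control wells and 100% = no cells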
# Autophagy HCS cell loss 18 h: further read-out of Autophagy HCS, marked with its call; toxicity, %; measured here: cell loss, nuclei count;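 cell loss after 18 h compound exposure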
# An asterisk follows results filed as active; i = inactive; u = inconclusive; x = not tested or not shown.
# Values in the order – MT stabilizer	Autophagy HCS cell loss 18 h	Yfh1-depleted yeast	Dynein cargo inh cytoplasmic EGFP	AID2073	HIV fusion peptide	WT yeast gro inh	Dynein cargo inh	Insulin prom up	MT stabilizer cytotoxicity %	Dynein cargo inh nuclear GR-EGFP	b-catenin transl	Insulin prom up cell count	WT yeast gro inh mutant strain	Autophagy HCS	MT stabilizer Hoechst-high %	b-catenin transl cell count 5 µM	Dynein cargo inh cell count
> COc1ccc(C2(CNC(=O)c3cccc([N+](=O)[O-])c3)CCOCC2)cc1OC
 : 2.6	11	i	-0.17	4%	1.0%	-1	-0.16	0	3.5	0.09	-0.7	1494	10	i	3.4	1109	0.84
> O=C(NN1CCOCC1)c1cc(-c2ccccc2)nc2ccccc12
 : 2.1	-19	i	-0.19	-4%	0.1%	-6	-1.6	1.5	9.0	-0.17	1.4	1463	-5	i	2.4	1416	0.86
> C/C(=N\NC(=S)Nc1c(C)cccc1C)c1ccc(O)cc1
 : x	x	i	-0.28	-37%	-1.7%	x	-1.5	-0.03	x	-0.68	1.5	1028	x	x	x	1314	1.4
> Cc1cccc(Nc2cc(=O)[nH]c(=O)[nH]2)c1
 : 2.7	-5	i	-0.25	-6%	-0.8%	4	0.23	0.57	1.6	0.2	-3.0	1233	10	i	2.5	515	-0.34
> Nc1nc(-c2ccco2)c(-c2ccco2)s1
 : 2.1	9	i	-0.2	57%	1.2%	2	0.72	0.17	8.3	0.29	3.5	1268	14	i	2.8	893	0.18
> Cn1c(=O)oc2cc(S(=O)(=O)NCc3ccccn3)ccc21
 : 1.4	-4	i	-0.057	6%	-1.7%	8	0.19	0.59	3.6	0.17	7.4	993	0	i	2.2	1158	-0.75
> CCOC(=O)C1CCN(C(=S)NC2CC3C=CC2C3)CC1 (stereo not drawn)
 : x	x	i	-0.25	-19%	0.2%	x	1.8	0.7	x	0.7	-1.4	1471	x	x	x	1161	-0.8
> O=C(NC1(C(F)(F)F)NC(=O)N(c2ccccc2F)C1=O)c1ccncc1 (stereo not drawn)
 : 2.3	-5	i	-0.32	12%	-1.1%	-9	-0.67	0.67	7.2	-0.47	-0.7	1459	-2	i	4.0	1016	1.2
> CCCCN1Cc2cc(C(=O)c3cc(F)ccc3O)cnc2NC1=O
 : 1.8	x	i	-0.071	6%	-2.0%	10	-0.57	-0.32	4.5	0.035	-7.2	1006	-12	x	1.7	1064	-0.0098
> Cc1nn(C)c(C)c1/C=C/C(=O)O
 : 2.3	-6	i	-0.25	4%	2.4%	-4	-1	-0.22	1.0	-0.63	-2.5	1276	-12	i	2.8	1036	1.2
> O=C(CCCn1cc([N+](=O)[O-])cn1)NCc1ccccc1
 : 2.3	30	i	-0.21	-5%	-1.3%	-4	1.3	0.14	2.7	0.84	1.1	1229	0	i	1.4	1105	-1.2
> CCCCCN1CN(S(=O)(=O)c2cccs2)c2nc3ccccc3nc21
 : x	x	i	-0.27	7%	-1.2%	x	-0.48	-0.23	x	-0.12	0.6	1059	x	x	x	1386	0.47
> COc1ccc(/C=N/NC(=O)c2cccc(Br)c2)cc1COc1ccccn1
 : x	x	i	-0.27	3%	0.3%	x	0.21	-0.16	x	0.24	0.6	1056	x	x	x	1340	0.19
> Cc1cnc(-c2nnc(N(C)C(=O)c3ccccn3)s2)cn1
 : x	x	x	x	u	0.5%	x	x	0.65	x	x	-5.1	1113	x	x	x	1006	x
> COc1cc(-c2nc(CN(C)Cc3nnc(C)o3)c(C)o2)ccc1F
 : 2.7	5	i	-0.35	7%	-1.4%	-6	-0.75	0.02	9.2	-0.36	-0.5	1477	8	i	1.0	969	1.6
> CNC(=O)c1c(C)nn(-c2ccc(F)c(Cl)c2)c1-c1cc(C)on1
 : x	x	i	-0.26	-1%	-1.8%	x	-0.73	-0.03	x	-0.33	-2.3	1135	x	x	x	1392	0.44
> N#Cc1ccc(C(=O)Nc2nnc(-c3ccco3)o2)cc1
 : 3.8	-15	i	-0.16	5%	5.4%	-1	0.075	-0.8	0.3	0.13	-1.8	1374	-22	i	2.1	1040	0.55
> COc1ccc(CN2CCNC(=O)C2CC(=O)N(C)Cc2nccn2C)cc1OC (stereo not drawn)
 : 2.5	24	i	-0.2	1%	0.1%	8	0.65	0.03	2.9	0.52	1.3	1319	8	i	1.6	1056	-0.19
> O=C(NNC(=O)c1cccc2ccccc12)c1ccc(-c2ccccc2)cc1
 : 4.4	5	i	-0.2	9%	-3.3%	6	0.54	0.61	4.3	0.49	0.1	1486	20	i	4.6	1118	-0.86
> COc1ccc(CCNC(=O)C(=O)NCC2CCCO2)cc1OC (stereo not drawn)
 : 2.8	-5	i	-0.23	6%	-1.0%	8	-0.47	0.54	7.8	-0.19	0.3	1094	5	i	2.7	1053	0.13

# Brought forward from above: 2 compounds, then new ones.
# Values in the order – MT stabilizer	Autophagy HCS cell loss 18 h	Yfh1-depleted yeast	Dynein cargo inh cytoplasmic EGFP	AID2073	HIV fusion peptide	WT yeast gro inh	Dynein cargo inh	Insulin prom up	MT stabilizer cytotoxicity %	Dynein cargo inh nuclear GR-EGFP	b-catenin transl	Insulin prom up cell count	WT yeast gro inh mutant strain	Autophagy HCS	MT stabilizer Hoechst-high %	b-catenin transl cell count 5 µM	Dynein cargo inh cell count
> O=C(NNC(=O)c1cccc2ccccc12)c1ccc(-c2ccccc2)cc1
 : 4.4	5	i	-0.2	9%	-3.3%	6	0.54	0.61	4.3	0.49	0.1	1486	20	i	4.6	1118	-0.86
> COc1ccc(CCNC(=O)C(=O)NCC2CCCO2)cc1OC (stereo not drawn)
 : 2.8	-5	i	-0.23	6%	-1.0%	8	-0.47	0.54	7.8	-0.19	0.3	1094	5	i	2.7	1053	0.13
> CCOC(=O)c1cc2c(ccn2-c2ccc(F)cc2)n1CC(=O)NC(C)(C)C
 : 2.0	-8	i	-0.29	4%	-0.1%	1	0.25	-0.33	4.6	0.49	-0.5	1425	7	i	1.3	1091	0.17
> CCOC(=O)C1CCCN(C(=O)CN2C(=O)c3ccccc3C2=O)C1 (stereo not drawn)
 : 5.2	7	i	-0.16	1%	-0.4%	5	-0.16	0.13	6.8	0.25	-1.2	985	15	i	2.4	1100	-0.57
> COc1ccc(CCNC(=O)CSc2ccc(-c3ccccc3)nn2)cc1OC
 : 2.1	3	i	-0.23	-7%	-3.2%	-5	-0.29	-0.5	7.3	-0.38	0.3	1656	-37	i	1.8	1372	0.69
> O=S(=O)(/C=C/c1ccccc1)Nc1ccc(F)cc1
 : 2.3	8	i	-0.34	0%	-0.5%	-22	0.16	-0.46	2.8	-0.44	-0.5	1232	-3	i	1.5	1088	0.16
> CCOC(=O)C1CN(S(=O)(=O)c2ccc(Cl)cc2)c2cc(S(=O)(=O)CC)ccc2O1 (stereo not drawn)
 : 3.8	-24	i	-0.23	0%	0.3%	1	-0.72	0.09	5.8	-0.27	-0.7	1521	-8	i	1.2	1106	0.56
> COc1ccccc1-c1c(C(F)(F)F)oc2cc(OCC(=O)Nc3ccccc3C(F)(F)F)ccc2c1=O
 : 3.2	4	i	-0.23	13%	3.1%	4	-0.19	-0.02	8.8	-0.25	-2.4	1543	-1	i	3.2	1149	0.18
> COC(=O)CSc1nc(SCc2ccc(C)cc2)nc2c1CCCC2
 : 1.3	2	i	-0.23	7%	-0.2%	70*	-0.25	-0.33	4.4	-0.65	1.3	1540	57*	i	1.5	994	0.6
> CC(C)Cc1nc2sc3c(=O)n(N)cnc3c2c2c1COC(C)(C)C2
 : 3.2	7	i	-0.13	2%	-0.6%	-5	-1.5	-0.11	3.7	-0.87	-1.1	1498	2	i	1.8	1100	-0.002
> COCCn1c(COC)nc2ccccc21
 : 3.0	-2	i	-0.15	6%	3.4%	-15	0.24	0.81	7.4	0.73	0.5	1207	-2	i	2.1	236	-0.57
> CCOc1ccc(N2C(=O)S/C(=C\c3cccn3C)C2=O)cc1
 : 3.9	5	i	-0.25	-14%	7.3%	-3	-0.1	-0.19	3.4	-0.4	-2.9	901	-9	i	2.6	572	0.42
> O=C(NCc1ccco1)/C(=C/c1cccc(C(F)(F)F)c1)c1nc2ccccc2[nH]1
 : 7.9	0	i	-0.28	14%	13%	-7	-1.1	0.82	18	-0.84	1.9	968	-21	i	6.4	985	1.1
> COc1cc(/C=C/C(=O)OCC(=O)c2c(N)n(C)c(=O)n(C)c2=O)ccc1O
 : 0.7	-23	i	-0.26	6%	-0.9%	-5	-0.16	0.1	8.9	0.14	0.6	1471	-5	i	1.8	1508	0.23
> O=C(C(=O)N1CCOCC1)c1cn(CCOc2ccccc2)c2ccccc12
 : 5.1	0	i	0.38	-4%	-0.7%	-2	0.46	0.05	5.3	1	0.9	1540	0	i	4.2	1497	-1.4
> COc1cccc(C2Nc3cc(Cl)c(S(N)(=O)=O)cc3S(=O)(=O)N2)c1 (stereo not drawn)
 : 2.2	-9	x	-0.28	2%	-0.5%	10	1.4	-0.05	9.8	0.94	-0.8	739	21	i	1.4	1157	0.22
> Cc1cc2nnn(-c3nnc(-c4ccccc4)c4ccccc34)c2cc1C
 : 1.5	4	i	-0.21	3%	-0.8%	21	-0.29	-0.78	9.3	-0.38	5.2	783	26	i	5.7	1377	0.92
> O=c1[nH]c2ccccc2cc1-c1noc(-c2cccnc2)n1
 : 3.0	8	i	-0.11	3%	-1.0%	-3	1	-0.7	7.1	0.34	-5.0	1160	-10	i	2.4	1018	-0.43
> O=C(O)/C=C/c1cccc(OCc2ccccc2)c1
 : 2.0	28	i	-0.19	-3%	-0.2%	-4	-0.21	0.4	7.2	0.27	1.3	1269	-17	i	2.3	1017	-0.63
